D1 ag = agonists of human D1 dopamine receptor; 1% of 360,000 active; HEK293 T-REx D1 cells, calcium flux, agonist mode; AID 504660; activation, % at 2 µM; in the data active = activation above about 30%; note: 0% is about no effect
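Inducible HEK293 T-REx D1 cells, force-coupled to calcium signalling, were plated at 4000 cells/well with tetracycline and held overnight at 30 C. After no-wash calcium dye loading, compound-evoked calcium rise over 180 s flagged agonists.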
RXFP1 agonist = RXFP1 (human) receptor agonism; 0.3% of 370,000 active; HEK293T-RXFP1 cAMP TR-FRET, 30 min; response scale: percent of porcine relaxin response, buffer zero; Potency, µM (highest dose often 57.5 µM), for inactives: top-dose activation, most hits filed as activators; Q9HBX9; AID 2676; note: potency is the fitted concentration of half-maximal effect; % is set by controls: 0 for no effect and ±100 for the full control effect; nearly all actives have a fitted effect of over 60% in size; many of its hits are not listed in these tables
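HEK293T cells stably expressing RXFP1 were pretreated with the PDE4 inhibitor Ro 20174, exposed to compounds for 30 min at 37C, lysed, and cAMP was read by TR-FRET. Data normalized to buffer (basal) and 29 nM porcine relaxin (100%).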
Vif-APOBEC3G blk = Vif-A3G binding inhibition; HeLa A3G-eYFP + Vif (tagged APOBEC3G with the HIV-1 protein that degrades it), YFP fluorescence, overnight; 0.076% of 410,000 active; AID 602310; Potency, µM (doses to about 46.1 µM), without a hit: at the highest dose activity, negative = active, usual class: inhibitors;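 note: potency is the fitted concentration of half-maximal effect; % is set by controls: 0 for no effect and ±100 for the full control effect; nearly all actives have a fitted effect of over 60% in size; hits raise eYFP signal because A3G escapes Vif-driven loss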
Target sequence (Q9HC16 whole entry, looked up): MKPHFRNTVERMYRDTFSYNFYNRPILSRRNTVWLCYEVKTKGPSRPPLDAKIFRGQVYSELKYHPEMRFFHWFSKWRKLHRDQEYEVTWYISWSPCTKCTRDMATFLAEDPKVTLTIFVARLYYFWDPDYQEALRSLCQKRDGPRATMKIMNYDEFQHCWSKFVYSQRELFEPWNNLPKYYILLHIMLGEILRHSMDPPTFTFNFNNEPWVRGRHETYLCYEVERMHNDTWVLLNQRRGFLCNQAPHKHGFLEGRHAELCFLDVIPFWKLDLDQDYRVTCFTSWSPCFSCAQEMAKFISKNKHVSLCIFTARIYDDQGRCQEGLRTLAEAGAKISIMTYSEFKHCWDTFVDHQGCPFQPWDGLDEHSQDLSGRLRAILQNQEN
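Read-out is eYFP fluorescence (Ex 488/Em 500-530) from Vif-expressing HeLa A3G-eYFP cells; more signal means A3G escaped Vif-mediated degradation. Cells plated overnight, compound pinned in, incubated overnight at 37 deg C.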
LDHA block = inhibitors of human lactate dehydrogenase A. P00338. purified LDHA, NADH/diaphorase-resazurin fluorescence; active compounds read low. activity change, % (values are at about 110 or 230 µM). 0.15% of 480,000 active; in the data active = activity change below about -30%; inconclusive = mostly about -25% to -30%;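 note: plate controls were DMSO wells for no effect and wells without enzyme for full effect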
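Human LDH5 (2 nM) was incubated with 0.06 mM NADH and 0.2 mM pyruvate for 5 min at room temperature in Tris pH 7.4. Remaining NADH was coupled through diaphorase/resazurin, and resorufin fluorescence was read at 0 and 20 min.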
D1 PAM = potentiators of human D1 dopamine receptor; HEK293 TREx D1 cells, calcium flux, dopamine EC20 potentiation; potentiation, % at 10 µM; 0.036% of 360,000 active; in the data active = potentiation above about 30%; note: 0% is about no effect
D2 PAM = positively modulates the human D2 dopamine receptor allosterically; P14416; HEK293 T-REx D2, calcium flux, EC20 dopamine potentiation; potentiation, % at 10 µM; 0.34% of 340,000 active;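 active = potentiation over 3 SD above the plate norm, cut at about 30% in these data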; note: 0% is about no effect
Target sequence (P14416 whole entry, looked up): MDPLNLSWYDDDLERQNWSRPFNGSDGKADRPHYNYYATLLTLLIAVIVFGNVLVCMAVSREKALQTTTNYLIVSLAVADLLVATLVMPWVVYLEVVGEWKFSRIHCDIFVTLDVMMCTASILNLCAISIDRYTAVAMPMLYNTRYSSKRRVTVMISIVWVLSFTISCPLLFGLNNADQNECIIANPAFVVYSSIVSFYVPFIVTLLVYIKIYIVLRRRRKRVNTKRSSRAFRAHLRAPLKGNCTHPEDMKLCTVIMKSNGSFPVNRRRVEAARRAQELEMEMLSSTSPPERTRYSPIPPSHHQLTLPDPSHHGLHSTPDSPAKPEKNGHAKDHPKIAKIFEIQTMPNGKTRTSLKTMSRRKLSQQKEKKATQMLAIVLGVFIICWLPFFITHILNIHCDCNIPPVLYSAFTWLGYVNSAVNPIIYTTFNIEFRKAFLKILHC
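Using a no-wash calcium dye in inducible, force-coupled HEK293 Trex cells expressing D2, we tracked fluorescence each second for 180 s after compound, then for 180 s after EC20 dopamine to detect augmented signalling.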
Vif-A3F inh = inhibitors of Vif-A3F interaction | AID 602313 | HeLa A3F-eYFP + Vif (tagged APOBEC3F with the HIV-1 protein that degrades it), YFP fluorescence increase | 0.2% of 390,000 active | Potency, µM (top dose mostly 46.1 µM), for the others: top-dose activity, negative = active; note: potency is the fitted concentration of half-maximal effect; % of control where 0% means no effect; nearly all actives have a fitted effect of over 65% in size
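HeLa cells stably expressing Vif plus C-terminally eYFP-tagged A3F were seeded, incubated overnight at 37 deg C, dosed with compound, incubated overnight again at 37 deg C. Yellow fluorescence (Ex 488/Em 500-530) reported blocked Vif-mediated A3F-eYFP degradation.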
Glioma ERSR ind = ER stress response induction in glioma; U87-MG GRP78 promoter luciferase reporter, 16 h; Potency, µM, for the others: top-dose activation, usual class: activators; 0.02% of 420,000 active; AID 602332; note: potency is the fitted concentration of half-maximal effect; series mostly up to about 76 µM; % of control where 0% means no effect; nearly all actives have a fitted effect of over 35% in size
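Stably transfected U87-MG human glioma cells carrying a GRP78-based luminescent sensor were seeded at 1000 cells/well, pin-dosed with compounds and incubated 16 h. Luciferase reagent was then added, and end-point luminescence was read after 10 min at room temperature.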
D1 antagonist = blocks dopamine activation of the human D1 receptor; P21728; HEK293 TREx D1 cells, calcium flux, dopamine EC80; active compounds read low; activity change, negative = inhibition, % at 10 µM; 3.2% of 360,000 active; in the data active = activity change below about -30%; note: % is set by controls: 0 for no effect and ±100 for the full control effect
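Tetracycline-induced HEK293 Trex D1 cells, force-coupled to calcium, dye-loaded; compounds added and read 180 s, then EC80 dopamine added and calcium flux tracked kinetically another 180 s.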
* marks the source's active call; other numbers are inactive results; ? = inconclusive; / = no result given; & = joins results of further samples. Unless noted, calls come from the whole dose curve; as a rule, active = well fitted curve in the direction sought with a large enough effect; inconclusive = small, poorly fitted or top-dose-only effect, or another doubt; inactive = no such curve, though single readings can be large; an effect the other way counts as inactive or inconclusive.

SMILES | D1 ag | RXFP1 agonist | Vif-APOBEC3G blk | LDHA block | D1 PAM | D2 PAM | Vif-A3F inh | Glioma ERSR ind | D1 antagonist
CCCCCn1c(=O)c(C(=O)Nc2nc(CC(=O)OCC)cs2)c(O)c2ccccc21 | 0 | 0.3% | -3% | -1 | 3 | -2 | ? | -4% | 4
CCC1(C)CC(CCNCc2ccc(N(C)C)cc2)(c2ccc(F)cc2)CCO1 (stereo not drawn) | 3 | 1.3% | -1% | 2 | 5 | -7 | 12% | 1% | 19
C=CCN1C[C@@H](C)N(C(c2ccc(C(=O)N(CC)CC)cc2)c2cccc(OC)c2)C[C@@H]1C (stereo partly drawn) | -1 | -0.9% | 2% | -2 | -1 | 10 | -5% | -4% | 6
CCn1c(=O)oc2cc(NC(=O)CCl)ccc21 | -1 | -3.6% | ? | -5 | 0 | -1 | 5% | -13% | 7
CC(C)c1ccc(-n2c(O)c(C=NCCN3CCNCC3)c(=O)[nH]c2=S)cc1 | 0 | 0.7% | -2% | -6 | 3 | -18 | -8% | -2% | 6
CNC(=O)Oc1ccccc1C1CCCCC1 | / | / | 4% | 0 | / | / | 3% | -1% | /
Cc1cccc(OCC(=O)N2CCN(Cc3ccncc3)CC2)c1 | 1 | 4.9% | -3% | ? | -3 | 7 | -3% | -4% | 0
CC(=NCc1cccnc1)c1c(O)n(-c2ccccc2C)c(=O)[nH]c1=O | 1 | 5.2% | 1% | -3 | -7 | 2 | -8% | -5% | -8
C[C@]12CCC3C(CC[C@H]4C[C@H](O)CC[C@]34C)C1C[C@H](O)[C@@H]2O (stereo partly drawn) | / | / | -3% | -1 | / | / | 10% | -3% | /
COCCN1C(=O)NC(=O)/C(=C\c2ccc(F)cc2)C1=O | 0 | 0.0% | 0% | -2 | -3 | / | -7% | -3% | 0
C[C@]12CCC(=O)C=C1CCC1C2CC[C@@]2(C)C1CC[C@]2(C)O (stereo partly drawn) | / | / | -20% | -2 | / | / | -9% | -1% | /
N=C1c2ccccc2CN1c1cccc([N+](=O)[O-])c1 | -1 | 0.5% | 2% | -11 | 5 | 0 | 2% | 7% | 0
O=C1NC(=O)C2(CCN(c3ccccc3)CC2)C(=O)N1 | / | / | 0% | -4 | / | / | -10% | -1% | /
COc1ccc(OC)c(N2C(=O)NC(=O)C3(Cc4cc(C)ccc4N(C)C3)C2=O)c1 (stereo not drawn) | -1 | -0.1% | -3% | 0 | 4 | -2 | -3% | -3% | -1
C/C(=N\NC(=O)c1ccccc1Cl)c1c(O)n(C2CCCCC2)c(=O)[nH]c1=O | -1 | -2.4% | -10% | -1 | -8 | -4 | 4% | -1% | 7
CN(C)c1ccc(C(=O)c2ccc(N(C)C)cc2)cc1 | 3 | 2.6% | ? | -5 | -2 | -2 | -4% | 5% | -22
CC1=CC(c2ccccc2)NC(=S)N1 (stereo not drawn) | 1 | ? | 1% | -2 | 2 | -2 | 0% | -1% | 8
CCOC(=O)c1cn2nc(OP(=S)(OCC)OCC)cc2nc1C | 6 | 2.7% | 2% | 2 | 8 | -1 | 3% | -3% | -5
CCOc1cc(C=C2C(=O)NC(=S)NC2=O)ccc1O | / | / | 2% | -6 | / | / | -6% | -2% | /
Nc1c(C(=O)OC2CCCCC2)c2nc3ccccc3nc2n1CC1CCCO1 (stereo not drawn) | 1 | 2.2% | -6% | -9 | 1 | -4 | -8% | -3% | 3
COc1ccc(C2C(C#N)=C(N)Oc3c2c(=O)oc2ccccc32)cc1Cn1cc([N+](=O)[O-])cn1 (stereo not drawn) | 4 | 5.5% | -1% | -1 | -2 | -2 | -13% | 14% | -29
O/N=C/c1c[nH]c2ccccc12 | 4 | -0.8% | 0% | -5 | -3 | 7 | 0% | -1% | -5
COCCCNC(=O)c1c(NC(=O)c2ccccc2)n(Cc2ccccc2)c2nc3ccccc3nc12 | / | / | -7% | 8 | / | / | -21% | -4% | /
CN1CN=C(N[N+](=O)[O-])N(Cc2ccco2)C1 | 2 | 3.3% | -3% | -6 | -5 | -1 | -1% | -4% | -24
COc1ccc(C(C)=O)cc1CC(C(=O)c1ccc(C)cc1)N(C)C (stereo not drawn) | 3 | -0.3% | -12% | -20 | -4 | -7 | -8% | -1% | -11
Next section
SMILES | D1 ag | RXFP1 agonist | Vif-APOBEC3G blk | LDHA block | D1 PAM | D2 PAM | Vif-A3F inh | Glioma ERSR ind | D1 antagonist
O=C(Nc1ccc2ccccc2c1)N1C[C@H]2C[C@@H](C1)c1cccc(=O)n1C2 | 2 | 2.2% | 1% | 6 | 1 | -8 | -2% | -3% | 0
O=S(=O)(c1cccc2ccccc12)N1Cc2ccccc2-n2nncc2C1 | / | / | -1% | -18 | / | / | -14% | -6% | /
CCCC1=Nc2cc(C(=O)NCCCN(CC)CC)ccc2Sc2ccccc21 | 20 | 0.0% | 3% | 2 | -3 | -13 | 1% | -5% | 11
O=c1c2ccccc2nc(-c2ccccc2)n1-c1ccccc1O | 0 | -0.1% | -6% | 0 | -4 | / | 7% | -1% | -13
O=c1c2ccccc2nc(-c2cccs2)n1-c1ccccc1 | / | 0.9% | -5% | -4 | / | / | -4% | -4% | /
Cc1cccc(C)c1OP(N)(=O)OCC(F)(F)F (stereo not drawn) | 3 | 3.2% | 0% | -1 | -1 | 6 | -3% | -3% | -1
Cc1c(NP(=S)(C(C)(C)C)C(C)(C)C)c(=O)n(-c2ccccc2)n1C | 1 | 3.9% | -2% | -9 | -5 | -2 | -1% | -4% | 12
CCOc1ccc(/C=C2/C(=O)NC(=O)N(CCc3ccc(F)cc3)C2=O)cc1 | 0 | 2.9% | -6% | -14 | -11 | / | -12% | -1% | -16
CCC(=O)c1ccc(OCC(=O)N2CCN(CC(=O)Nc3ccccc3C(F)(F)F)CC2)cc1 | / | / | 4% | -3 | / | / | -3% | -1% | /
c1ccc(P(c2ccccn2)c2ccccn2)cc1 | 5 | 0.4% | -7% | -2 | -2 | -6 | -21% | -2% | -3
CCn1c(O)c(C=Nc2ccc(N3CCOCC3)cc2)c(=O)n(CC)c1=S | 99* | 6.7% | -24% | 4 | -4 | -2 | -7% | -5% | -4
COc1ccccc1N1CCN(Cc2ccc(F)cc2)CC1 | -1 | 0.6% | 1% | -2 | -11 | -22 | 3% | -2% | 5
C[C@@H]1CN([C@@H](C)CO)C(=O)CCCn2nncc2CO[C@H]1CN(C)C(=O)Oc1ccc2ccccc2c1 | / | / | 1% | 0 | / | / | -6% | -6% | /
c1ccc2c(N3CCNCC3)cccc2c1 | / | / | 1% | 5 | / | / | -16% | 0%&-4%&7% | /
CS(=O)(=O)c1ccc(C2=C(CNC(=O)c3ccc([N+](=O)[O-])cc3)[C@H]3CC[C@@H](C2)N3Cc2ccccc2)cc1 | / | / | 0% | 0 | / | / | -4% | -7% | /
COC(=O)C1=C(c2ccccc2OCc2ccccc2)C[C@@H]2CC[C@H]1N2C(=O)NC1CCN(Cc2ccccc2)CC1 | 2 | 0.8% | 1% | -1 | 0 | -21 | 4% | -4% | -13
S=P(NCCSCc1ccccc1)(N1CC1)N1CC1 | / | / | 1% | -4 | / | / | 6% | 0% | /
COC(=O)C1=C(c2cccc(OCc3ccccc3)c2)C[C@@H]2CC[C@H]1N2C(=O)NCc1ccccc1OC | 6 | -0.7% | 3% | -1 | -4 | -1 | 16% | -4% | -6
CCCN1CCCC(C(=O)c2cc(C)c(OC)c(C)c2)C1 (stereo not drawn) | 7 | -1.2% | 1% | -5 | -4 | -27 | 3% | -5% | 4
C[C@H]1CCC[C@H](O)CCCCCc2cc(O)cc(O)c2C(=O)O1 | 6 | 1.1% | -7% | -10 | -3 | 7 | 2% | -4%&-6% | 0
CN1C(=O)C(Cc2cccc3ccccc23)C(=O)N(C)C1=O | -2 | -0.1% | 2% | 11 | 0 | 29 | 0% | -6% | -8
O=c1[nH]c(=O)n(Cc2ccccc2)c(O)c1/C=N/Nc1c(F)c(F)c(F)c(F)c1F | 1 | 0.7% | -1% | -3 | 1 | -2 | ? | -1% | 12
CC(C)C(C)(NC(=O)c1cccn(Cc2ccc3c(c2)OC(F)(F)O3)c1=O)C(N)=O (stereo not drawn) | 4 | -0.5% | -2% | -3 | 9 | 3 | -7% | -1% | 13
COc1ccc(CN2CCN(C(=O)COc3cccc(C)c3)CC2)c(OC)c1 | 4 | -1.1% | 0% | ? | -4 | 30 | -6% | -4% | 2
O=c1[nH]c(=O)n(Cc2ccco2)c(O)c1C=NCCCn1ccnc1 | 4 | 1.3% | -5% | -9 | 0 | / | -7% | -4% | 0
COc1cccc(-n2c(=S)[nH]c3ccccc3c2=O)c1 | 4 | -0.3% | -2% | 2 | 8 | 6 | 2% | -5% | -5

A portion taken from the entries so far, as a working copy:
SMILES | D1 ag | RXFP1 agonist | Vif-APOBEC3G blk | LDHA block | D1 PAM | D2 PAM | Vif-A3F inh | Glioma ERSR ind | D1 antagonist
COc1ccccc1N1CCN(Cc2ccc(F)cc2)CC1 | -1 | 0.6% | 1% | -2 | -11 | -22 | 3% | -2% | 5
C[C@@H]1CN([C@@H](C)CO)C(=O)CCCn2nncc2CO[C@H]1CN(C)C(=O)Oc1ccc2ccccc2c1 | / | / | 1% | 0 | / | / | -6% | -6% | /
c1ccc2c(N3CCNCC3)cccc2c1 | / | / | 1% | 5 | / | / | -16% | 0%&-4%&7% | /
CS(=O)(=O)c1ccc(C2=C(CNC(=O)c3ccc([N+](=O)[O-])cc3)[C@H]3CC[C@@H](C2)N3Cc2ccccc2)cc1 | / | / | 0% | 0 | / | / | -4% | -7% | /
COC(=O)C1=C(c2ccccc2OCc2ccccc2)C[C@@H]2CC[C@H]1N2C(=O)NC1CCN(Cc2ccccc2)CC1 | 2 | 0.8% | 1% | -1 | 0 | -21 | 4% | -4% | -13
S=P(NCCSCc1ccccc1)(N1CC1)N1CC1 | / | / | 1% | -4 | / | / | 6% | 0% | /

This is a subset; count on the stated rates, not on these rows.
